Compound activity (PubChem BioAssay)
S3 lipid droplet – qHTS Assay for Lipid Storage Modulators in Drosophila S3 Cells; lipid storage change, negative = inhibition, % at the top dose, mostly 46.1 µM; hits show Potency in µM; hit rate 0.64% among 320,000; Drosophila S3 cells, BODIPY lipid droplet fluorescence, 18-24 h; cells fed with added oleic acid; active = well fitted inhibition curve with a large enough effect in the signal ratio, with a control signal flat, not every such curve was filed as active; inconclusive = small, poorly fitted or top-dose-only effect, or effect the other way, or a change in a side signal; the % refers to the signal ratio
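Drosophila S3 cells got compounds at several concentrations plus oleic acid (400 uM solution). Laser-scanning cytometry with 488 nm excitation read lipid droplets at 500-530 nm and cells at 575-640 nm. Percent activity was relative to 20 uM Triacsin C.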
S3 lipid droplet cell count max – second read-out of S3 lipid droplet, no call of its own (marks repeat the call); cell number change, %; measured here: cell count max response;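 cells counted by Cell Tracker Red CMTPX staining in the red channel; peak over a dose series mostly up to 46.1 µM; percent activity relative to internal control wells on each plate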
An asterisk follows results filed as active; i = inactive; u = inconclusive; x = no result given. % is scaled to controls: 0 for no effect and ±100 for the full control effect; potency is read from the fitted curve at half-maximal effect.

The first 5 records (preview)
S3 lipid droplet | S3 lipid droplet cell count max | canonical_smiles
u | x | O=Cc1ccccc1Oc1ccccc1
u | x | COc1cc(CC(=O)Nc2ccc(Cl)c(C(F)(F)F)c2)cc(OC)c1OC
u | x | CCOc1ccc(CN(C)CC(=O)Nc2cccc3ccccc23)cc1OC
u | x | CS(=O)(=O)c1ccc2nc(NC(=O)Nc3ccccc3F)sc2c1
u | x | O=C(O)c1cc(-c2ccc(N3CCOCC3)cc2)nn1-c1ccccc1Cl

The whole of this part, from the first entry:
S3 lipid droplet | S3 lipid droplet cell count max | canonical_smiles
u | x | O=Cc1ccccc1Oc1ccccc1
u | x | COc1cc(CC(=O)Nc2ccc(Cl)c(C(F)(F)F)c2)cc(OC)c1OC
u | x | CCOc1ccc(CN(C)CC(=O)Nc2cccc3ccccc23)cc1OC
u | x | CS(=O)(=O)c1ccc2nc(NC(=O)Nc3ccccc3F)sc2c1
u | x | O=C(O)c1cc(-c2ccc(N3CCOCC3)cc2)nn1-c1ccccc1Cl
-2.3% | -6.7 | C=CCn1cnc2c(nnn2-c2ccc(C)c(C)c2)c1=O
u | x | CCOC(=O)CCC(=O)N1CCOCCOCCN(C(=O)CCC(=O)OCC)CCOCCOCC1
u | x | CC1CCCCN1S(=O)(=O)c1cnc(Cl)c(Br)c1 (stereo not given)
3.7% | 1.3 | O=C(Cc1ccccc1)Nc1ccc(S(=O)(=O)N2CCOCC2)cc1
u | x | O=C(N/N=C/c1ccc(OC(F)F)cc1)C1=COCCO1
u | x | CCOC(=O)/C=C/[C@H]1CC2(CCO1)SCCCS2
-7.1% | -14.1 | CCOC(=O)c1cc(=O)c2c([N+](=O)[O-])ccc(OC)c2o1
5.4% | 16.8 | CC(=O)Nc1ccc(NC(=O)c2cc(=O)c3ccc(C)cc3o2)cc1
10.5% | 3.8 | COc1ccc(CCN(Cc2cccs2)S(=O)(=O)c2ccc(S(=O)(=O)N(C)C3CCCCC3)cc2)cc1OC
u | x | O=C(Nc1ccc(Cl)cc1)OCc1cncs1
i | x | Cc1noc(C)c1S(=O)(=O)Nc1ccccc1Cl
-3.0% | 10.3 | CC(=O)Oc1ccc(Cn2cnc3cc4ccccc4cc32)cc1
i | 22.8 | CC1(C)C2CCC(C2)C1(C)NC(=O)CN1CCCC1 (stereo not given)
0.0% | 4.1 | COc1cc(COc2ccc3c(C)c(CCC(=O)O)c(=O)oc3c2)cc(OC)c1OC
u | x | Cc1cc(C(=O)CC#N)c(C)n1-c1c(C)n(C)n(-c2ccccc2)c1=O
u | x | C#CCOc1nc(C)cc(C)c1S(=O)(=O)c1ccccc1C
7.4% | 10.6 | O=C(COC(=O)c1cc(=O)[nH]c(=O)[nH]1)NCc1ccccc1
i | -23.6 | O=C(Nc1ccccc1F)c1ccc(CN2CCN(c3ccccc3)CC2)cc1
i | 10.6 | Cc1ccc(-n2c(-c3c(-c4ccccc4)noc3C)n[nH]c2=S)cc1
u | x | Nc1nonc1-n1nnc(C(=O)N/N=C/c2ccccc2)c1CSc1ccc(Cl)cc1
-21.8% | -10.1 | O=S(NC1CCCCC1)C12CC3CC(CC(C3)C1)C2 (stereo not given)
u | x | O=C(Nc1ccncc1)c1ccc2ncsc2c1
19.9% | 2.6 | COc1cc(C(=O)Nc2sc3c(c2C#N)CCN(C(C)=O)C3)cc(OC)c1OC
u | x | Cc1c(C)c2ccc(OC(C)C(=O)NCCCN3CCOCC3)c(C)c2oc1=O (stereo not given)
-4.8% | 1.4 | O=C(N[C@H](C(=O)O)c1ccccc1)C1CCC(Cn2nnc3ccccc3c2=O)CC1 (stereo not given in full)
i | 5.6 | CC(=O)Nc1nc(CC(C)C)cc2c1c(=O)oc1ccccc12
u | x | CC1=C(C)C(c2ccccc2)NC(=S)N1 (stereo not given)
7.6% | 25.0 | Cc1occc(=O)c1OCc1c(F)cccc1Cl
u | x | CCn1c(=N)n(CC(=O)c2ccc(Cl)c(Cl)c2)c2ccccc21
-7.2% | -4.2 | CC1CS(=O)(=O)CCN1N=Cc1ccc([N+](=O)[O-])o1 (stereo not given)
u | x | C/C(=N\NC(=O)C(=O)Nc1cccc(Cl)c1C)c1ccncc1
9.3% | 5.2 | CCC(C)(C)NC(=O)C(c1ccc(F)cc1)N(Cc1ccco1)C(=O)c1snc(C(N)=O)c1N (stereo not given)
15.4% | 0.4 | COc1ccc(Cl)cc1C(=O)Nc1cccc2ncccc12
u | x | O=C1NCCCC1C(=O)N/N=C/c1ccc([N+](=O)[O-])cc1 (stereo not given)
u | x | COc1ccc(C2Nc3ccccc3C(=O)N2NC(C)=O)c(OC)c1 (stereo not given)
u | x | C=CCOc1nc2sc(C)c(C)c2c(=O)n1-c1ccccc1
u | x | O=C(Nc1nc2c(s1)CCCC2)c1cccc(S(=O)(=O)N2CCCc3ccccc32)c1
i | x | COCCCNC(=O)Cn1cc2c(n1)CCC(C)C2 (stereo not given)
6.7% | -10.5 | CC(=O)Nc1cccc(N2C(=O)CC(N3CCC(C(=O)N4CCCCC4)CC3)C2=O)c1 (stereo not given)
-4.2% | 8.4 | CN1CCN(C(c2cc3cc4c(cc3[nH]c2=O)OCCO4)c2nnnn2C2CCCC2)CC1 (stereo not given)
u | x | COc1ccc2ccccc2c1/C=N/Nc1cccc(C(=O)O)c1
10.5% | -11.6 | CCOc1ccc(NC(=O)CC2CC(C)(C)OC2=O)cc1 (stereo not given)
u | x | C=CCNC(=S)N/N=C(\C)c1ccc(OC)cc1
u | x | CC(C)=NN/C(N)=N/C(=S)Nc1ccc(C)cc1
7.1% | -27.7 | C=CCNc1nc(N2CCCCC2)c(C#N)c2c1CN(Cc1ccccc1)CC2
u | x | Cc1nnc(SCC(=O)NC(=O)NC2CCCC2)n1N
17.0% | -0.5 | O=C(NC1CC1)c1ccc2snnc2c1
u | x | O=C1C2CC=CCC2C(=O)N1CC1CCCO1 (stereo not given)
-7.4% | -15.0 | Cn1c2ccc(F)cc2c2ncn(Cc3ccccn3)c(=O)c21
u | x | O=C(NNC(=O)c1cccc(-n2cccc2)c1)c1ccc(F)cc1
7.0% | -7.1 | COc1ccc(OC)c(C2=NOC(C(=O)Nc3cccc(C(C)=O)c3)C2)c1 (stereo not given)

The list continues.
S3 lipid droplet | S3 lipid droplet cell count max | canonical_smiles
u | x | S=c1[nH]nc(CN2CCCC2)n1Cc1ccccc1
u | x | Sc1nnc(-c2ccc(Cl)cc2)n1Cc1ccccc1
u | x | COc1cc(C)c(C(C)C)cc1S(=O)(=O)N1CCN(C)CC1
-9.5% | -1.7 | Cn1c(CCc2ccccc2)n[nH]c1=S
17.4% | -3.2 | CCC(C)C(=O)OCC1(c2ccc(C)cc2OC(=O)C(C)C)CO1 (stereo not given)
u | x | CCN1C(=O)C(O)(CC(=O)c2ccc(-n3cccc3)cc2)c2ccccc21 (stereo not given)
11.6% | 0.9 | CCOc1cc(NC(=S)NCC2CCCO2)c(OCC)cc1NC(=O)c1ccc(C)cc1 (stereo not given)
-6.5% | -21.2 | CCOC(=O)/C(=N/Nc1ccc(Cl)cc1)Sc1nnnn1-c1ccc(C)cc1
u | x | FC(F)(F)Oc1ccc(Nc2nc3ccccc3o2)cc1
u | x | COCCN(C(=O)COC(=O)Cc1cccc2ccccc12)c1c(N)n(Cc2ccccc2)c(=O)[nH]c1=O
u | x | CCOC(=O)C1CCN(C(=O)CSc2cc(=O)n(C)c3ccccc23)CC1
u | x | CCOC(=O)N1CCN(S(=O)(=O)c2ccc(Br)s2)CC1
u | x | CC1=C(C(=O)Nc2cccc(C(=O)NCc3ccccc3C)c2)SCCO1
u | x | O=C(CCl)Nc1cc(-c2ccccc2)nn1-c1ccccc1
17.4% | 9.3 | Cn1c(SCc2ccccc2C#N)nnc1-c1ccncc1
u | x | COC(=O)c1ccc(N2CCN(S(=O)(=O)c3ccccc3)CC2)c([N+](=O)[O-])c1

In another format: 3 of the compounds above
O=C(CCl)Nc1cc(-c2ccccc2)nn1-c1ccccc1
  S3 lipid droplet: u | S3 lipid droplet cell count max: x

Cn1c(SCc2ccccc2C#N)nnc1-c1ccncc1
  S3 lipid droplet: 17.4% | S3 lipid droplet cell count max: 9.3

COC(=O)c1ccc(N2CCN(S(=O)(=O)c3ccccc3)CC2)c([N+](=O)[O-])c1
  S3 lipid droplet: u | S3 lipid droplet cell count max: x

Given tab-delimited: entries from further up
SMILES	S3 lipid droplet	S3 lipid droplet cell count max
O=C(CCl)Nc1cc(-c2ccccc2)nn1-c1ccccc1	u	x
Cn1c(SCc2ccccc2C#N)nnc1-c1ccncc1	17.4%	9.3

(list continues)
S3 lipid droplet | S3 lipid droplet cell count max | canonical_smiles
u | x | Cc1c(C(=O)c2cccc([N+](=O)[O-])c2)c2ccccn2c1CCC#N
u | x | Cc1n[nH]c(=O)c2c(NC(=O)COC(=O)c3cccc(OC(F)F)c3)oc(C)c12
15.1% | -17.9 | COC(=O)c1cccc(S(=O)(=O)N2CCC(NC(=O)NC34CC5CC(CC(C5)C3)C4)CC2)c1
u | x | COc1cc(Cl)c(C)cc1NC(=O)c1cccc(OC)c1OC
u | x | Oc1c(Cl)cc(Cl)cc1CNn1cnnc1
u | x | Cc1cc(C(C)(C)C)cc(C)c1CCNC(=O)c1c(C)noc1C
-20.9% | x | Cc1ccc(S(=O)(=O)/N=C(/Nc2ccc(F)cc2F)c2ccccc2)cc1
-17.6% | -15.2 | CCOc1ccc(CCNC(=O)CSCC(=O)Nc2ccc(OC)cc2)cc1OCC
u | x | Cc1nnc(NC(=O)C2CCN(c3cnccn3)CC2)s1
u | x | COc1ccc(C(C)=O)cc1COc1ccccc1[N+](=O)[O-]
10.6% | 0.0 | C=C(C)CN(CC)C(=O)CSc1nc2ncc(Cl)cc2[nH]1
u | x | COC(=O)C/C=C/[C@@H](C)[C@@H](/C=N/OC[C@H]1O[C@H](c2ccccc2)C=C[C@@H]1Oc1ccc(OC)cc1)NS(=O)(=O)c1ccc(C)cc1
u | x | COc1cccc(-c2ccc(-c3noc(-c4ccccc4F)n3)c(OC)n2)c1
u | x | O=C(NCC1CCCCC1)c1cc(S(=O)(=O)N2CCCCC2)ccc1N1CCOCC1
u | x | COC(=O)CCSCC(=O)N1N=C(c2ccc(Br)cc2)CC1c1cccc(OC)c1OC (stereo not given)
u | x | Cc1cc(Br)ccc1OCC(=O)NC1CCCC1
i | 13.1 | C=CCN(CC=C)C(=O)Cc1ccc(F)cc1
u | x | COC(=O)C(C)(C)ONC(=O)Nc1ccccc1Cl
u | x | Cc1ccc(CCNC(=O)C2CCCN(C(=O)N(C)C)C2)cc1 (stereo not given)
u | x | Oc1ccc2ccccc2c1CN1CCN(c2ccccc2)CC1
u | x | COc1ccccc1C1CC(=O)n2c(nc(-c3ccccc3)c2-c2ccccc2)S1 (stereo not given)
u | x | Cc1nc(-c2cccc(S(=O)(=O)N3CCC(C)CC3)c2)cs1
-16.9% | -18.4 | CC(C)(C)C(=O)Nc1ccc2c(c1)-c1cc(NC(=O)C(C)(C)C)ccc1C2
15.2% | -12.1 | O=C1c2ccccc2-c2onc3c(Oc4ccccc4)cc(O)c1c23
-39.4% | -41.5 | CC(=O)n1nc(-c2ccccc2)nc1NCc1ccc(N(C)C)cc1
-7.4% | 0.6 | CCCNS(=O)(=O)c1ccc(NC(=O)Cc2cccs2)cc1
19.7% | -13.0 | O=C(Nc1ccccc1)C1=C[C@H](c2ccc(C(F)(F)F)cc2)C[C@H](OCc2ccc(CO)cc2)O1
-3.7% | 2.6 | COc1ccc(OC)c(NC(=O)C(=O)NNC(=O)c2cccs2)c1
u | x | Cc1onc(-c2c(Cl)cccc2Cl)c1C(=O)N1CCOCC1
21.3% | 21.5 | O=C(CCC(=O)c1ccc(F)cc1)Nc1ccccc1Cl
u | x | CC(N=C1NS(=O)(=O)c2ccccc21)C(=O)N1CCc2ccccc2C1 (stereo not given)
u | x | O=C(COC(=O)c1cc([N+](=O)[O-])ccc1N1CCOCC1)NC1CCS(=O)(=O)C1 (stereo not given)
-16.5% | 7.3 | CC(C)(C)c1ccc(C(=O)N2CCC(C(=O)NCC3CCCO3)CC2)cc1 (stereo not given)
u | x | Cc1ccc(-n2c3c(cc(C(=O)O)c2=O)C(=O)CC(C)(C)C3)cc1
u | x | Cc1ccc(C(=O)c2cccc(N)c2)cc1C
u | x | Nc1nc(-c2ccccc2)cc(N2CCCCC2)n1
0.4% | -8.9 | C=CCn1c(C(C)NC(=O)CCC)nc2ccccc21 (stereo not given)
u | x | CCN(CC(=O)Nc1c(F)cccc1F)C(=O)c1ccc(C(F)(F)F)cc1
-23.3% | -0.8 | O=C(COC(=O)c1cn(-c2ccccc2)nc1-c1ccccc1)c1cccc([N+](=O)[O-])c1
u | x | O=C(COC(=O)c1ccc2c(c1)OCO2)Nc1ccccc1
u | x | Cn1nnnc1SCC(=O)N(C1CCCCC1)C1CCCCC1
u | x | CC(OC(=O)COc1ccc(C#N)cc1)C(=O)Nc1ccc(Cl)cn1 (stereo not given)
-3.7% | 12.2 | O=C(COC(=O)c1n[nH]c(=O)c2ccccc12)c1ccc(Cl)cc1
i | 9.7 | Cc1ccc2c(C)nc(NC3=NCN(Cc4ccccc4)CN3)nc2c1
-25.5% | 8.5 | CCC(=O)Nc1ccc(NC(=O)CSc2nnc(-c3ccco3)n2C)cc1
u | x | O=C(NCCS(=O)(=O)NCc1ccccn1)c1ccccc1
u | x | CC(C)C[C@H](NC(=O)C1CCN(S(=O)(=O)c2ccccc2)CC1)C(=O)NCc1ccccn1
5.1% | -1.6 | Cc1ccc(NC(=S)N(Cc2cccs2)Cc2cc3cc(C)cc(C)c3[nH]c2=O)cc1
u | x | COCn1ccnc1C(O)(c1ccc(OC)cc1)c1ccc(OC)cc1
u | x | COc1cccc(NC(=O)Cc2ccc(C)cc2)c1

Some of the compounds tested; the hit share may differ from the screen's.
